NCI-60 one-dose screen, 48 h, at 10 µM unless noted. Numbers give growth in % (100 = growth as untreated, 0 = no growth, -100 = all killed).
A549/ATCC = A549/ATCC NSCLC | AID 1794740 | 81,000 compounds, 3.7% hits
M14 = M14 melanoma. AID 1794745. 80,000 compounds, 6.2% hits
SK-MEL-5 = SK-MEL-5 melanoma; 80,000 compounds, 6.4% hits
HOP-92 = HOP-92 NSCLC cells; 71,000 compounds, 6.3% hits; AID 1794738
SK-MEL-28 = SK-MEL-28 melanoma | 81,000 compounds, 4.1% hits
HOP-62 = HOP-62 NSCLC | 80,000 compounds, 3.9% hits | AID 1794735
SK-MEL-2 = SK-MEL-2 melanoma. 77,000 compounds, 4.7% hits. AID 1794763
EKVX = EKVX NSCLC; 71,000 compounds, 3% hits
* = called active by the depositor; & = joins results of further samples. How the source made its calls: active means growth percent below 10; inactive means the rest.

The opening 7 entries, to show the layout:
Results for Cn1c(=O)c2[nH]c(Cc3ccc4c(c3)OCO4)nc2n(C)c1=O ?
A549/ATCC: 97; M14: 107; SK-MEL-5: 108; HOP-92: 71; SK-MEL-28: 106; HOP-62: 101; SK-MEL-2: 122; EKVX: 98

Results for CCN(CC)C(=O)NS(=O)(=O)c1ccc(C)cc1 ?
A549/ATCC: 76&102; M14: 94&109; SK-MEL-5: 78&99; HOP-92: 95&87; SK-MEL-28: 104&104; HOP-62: 94&112; SK-MEL-2: 79&101; EKVX: 69&102

How did O=[N+]([O-])c1cccc(-c2nc3sccn3c2-c2ccnc(NCCCNS(=O)(=O)c3ccc(Cl)cc3)n2)c1 do in these assays?
A549/ATCC: 43; M14: 47; SK-MEL-5: -17*; HOP-92: 67; SK-MEL-28: 66; HOP-62: 84; SK-MEL-2: 45; EKVX: 51

Results for OC(CCCN1CCCCC1)(c1ccccc1)c1ccc(C(F)(F)F)cc1 (stereo unspecified) ?
A549/ATCC: 96; M14: 97; SK-MEL-5: 99; HOP-92: 61; SK-MEL-28: 108; HOP-62: 91; SK-MEL-2: 90; EKVX: 129

Results for CC(C)(O)CN(C(=O)c1ccc([N+](=O)[O-])cc1)C1CCCC1 ?
A549/ATCC: 98; M14: 108; SK-MEL-5: 100; HOP-92: 96; SK-MEL-28: 101; HOP-62: 93; SK-MEL-2: 106; EKVX: 106

Results for O=C1CC(c2ccccc2)Cc2nc3ccc(F)cc3cc21 (stereo unspecified) ?
A549/ATCC: 107; M14: 99; SK-MEL-5: 99; HOP-92: 90; SK-MEL-28: 105; HOP-62: 84; SK-MEL-2: 108; EKVX: 89

What do the screens show for `O=C1C(Cl)=C(NCc2ccc(Cl)cc2)C(=O)N1c1cccc(C(F)(F)F)c1`?
A549/ATCC: 92; M14: 98; SK-MEL-5: 96; HOP-92: 87; SK-MEL-28: 103; HOP-62: 88; SK-MEL-2: 89; EKVX: 98

All compounds of this part, previewed entries included:
Results for Cn1c(=O)c2[nH]c(Cc3ccc4c(c3)OCO4)nc2n(C)c1=O ?
A549/ATCC: 97; M14: 107; SK-MEL-5: 108; HOP-92: 71; SK-MEL-28: 106; HOP-62: 101; SK-MEL-2: 122; EKVX: 98

Results for CCN(CC)C(=O)NS(=O)(=O)c1ccc(C)cc1 ?
A549/ATCC: 76&102; M14: 94&109; SK-MEL-5: 78&99; HOP-92: 95&87; SK-MEL-28: 104&104; HOP-62: 94&112; SK-MEL-2: 79&101; EKVX: 69&102

How did O=[N+]([O-])c1cccc(-c2nc3sccn3c2-c2ccnc(NCCCNS(=O)(=O)c3ccc(Cl)cc3)n2)c1 do in these assays?
A549/ATCC: 43; M14: 47; SK-MEL-5: -17*; HOP-92: 67; SK-MEL-28: 66; HOP-62: 84; SK-MEL-2: 45; EKVX: 51

Results for OC(CCCN1CCCCC1)(c1ccccc1)c1ccc(C(F)(F)F)cc1 (stereo unspecified) ?
A549/ATCC: 96; M14: 97; SK-MEL-5: 99; HOP-92: 61; SK-MEL-28: 108; HOP-62: 91; SK-MEL-2: 90; EKVX: 129

Results for CC(C)(O)CN(C(=O)c1ccc([N+](=O)[O-])cc1)C1CCCC1 ?
A549/ATCC: 98; M14: 108; SK-MEL-5: 100; HOP-92: 96; SK-MEL-28: 101; HOP-62: 93; SK-MEL-2: 106; EKVX: 106

Results for O=C1CC(c2ccccc2)Cc2nc3ccc(F)cc3cc21 (stereo unspecified) ?
A549/ATCC: 107; M14: 99; SK-MEL-5: 99; HOP-92: 90; SK-MEL-28: 105; HOP-62: 84; SK-MEL-2: 108; EKVX: 89

What do the screens show for `O=C1C(Cl)=C(NCc2ccc(Cl)cc2)C(=O)N1c1cccc(C(F)(F)F)c1`?
A549/ATCC: 92; M14: 98; SK-MEL-5: 96; HOP-92: 87; SK-MEL-28: 103; HOP-62: 88; SK-MEL-2: 89; EKVX: 98

Results for CCOC(=O)c1cc2c([nH]1)-c1nc(N)sc1CCC2 ?
A549/ATCC: 80; M14: 106; SK-MEL-5: 81; HOP-92: 74; SK-MEL-28: 116; HOP-62: 91; SK-MEL-2: 102; EKVX: 66

How did O=C(N/N=C/c1cc(O)c(O)c(O)c1)c1ccc2nc(-c3ccc(Cl)cc3)[nH]c2c1 do in these assays?
A549/ATCC: 107; M14: 84; SK-MEL-5: 92; HOP-92: 93; SK-MEL-28: 80; HOP-62: 59; SK-MEL-2: 87; EKVX: 83

Results for CCNc1nnc(COc2ccc(CNC(=O)CCCC/C=C/C(C)C)cc2OC)o1 ?
A549/ATCC: 97; M14: 102; SK-MEL-5: 102; HOP-92: 98; SK-MEL-28: 104; SK-MEL-2: 104; EKVX: 97

Results for Cc1cc(C)n(-c2ccc(C(=O)Nc3sccc3C(N)=O)cc2)n1 ?
A549/ATCC: 84; M14: 106; SK-MEL-5: 89; SK-MEL-28: 115; HOP-62: 116; SK-MEL-2: 60; EKVX: 105

Results for CNc1ncnc2c1cnn2C ?
A549/ATCC: 100; M14: 96; SK-MEL-5: 98; HOP-92: 89; SK-MEL-28: 94; HOP-62: 97; SK-MEL-2: 108; EKVX: 99

Results for C=CCOC(=O)C1=C(C)NC2=C(C(=O)CC(C)(C)C2)C1c1ccc(F)cc1 (stereo unspecified) ?
A549/ATCC: 89; M14: 99; SK-MEL-5: 93; SK-MEL-28: 110; HOP-62: 92; SK-MEL-2: 91; EKVX: 89

How did COC(=O)CNC(=O)c1c(C)[nH]c(/C=C/C(=O)c2ccc(C(F)(F)F)c(F)c2)c1C do in these assays?
A549/ATCC: 100&99; M14: 97&99; SK-MEL-5: 99&99; HOP-92: 97&97; SK-MEL-28: 97&112; HOP-62: 99&100; SK-MEL-2: 106&102; EKVX: 87&94

What do the screens show for `O=C(O)CCc1cccc2ccccc12`?
A549/ATCC: 105&97; M14: 93&98; SK-MEL-5: 94&98; HOP-92: 105&87; SK-MEL-28: 115&107; HOP-62: 90&96; SK-MEL-2: 103&97; EKVX: 89&98

How did COc1ccc(Nc2nnc(-c3ccc4c(c3)OCO4)o2)cc1 do in these assays?
A549/ATCC: 92; M14: 47; SK-MEL-5: 92; HOP-92: 101; SK-MEL-28: 106; HOP-62: 105; SK-MEL-2: 98

Results for N#Cc1c(-c2ccccc2)nc(SCc2nc3cc(Cl)c(Cl)cc3[nH]2)[nH]c1=O ?
A549/ATCC: 99; M14: 108; SK-MEL-5: 105; HOP-92: 115; SK-MEL-28: 107; HOP-62: 97; SK-MEL-2: 102; EKVX: 114

How did COc1ccc(-c2nnc(/N=C3/C(=O)Nc4ccccc43)o2)cc1 do in these assays?
A549/ATCC: 110; M14: 96; SK-MEL-5: 98; HOP-92: 97; SK-MEL-28: 110; HOP-62: 97; SK-MEL-2: 107; EKVX: 88

What do the screens show for `Cc1ccc(CNc2ccc3nc(NC(=O)CN4CCCCC4)sc3c2)cc1`?
A549/ATCC: 95; M14: 93; SK-MEL-5: 93; HOP-92: 69; SK-MEL-28: 105; HOP-62: 100; SK-MEL-2: 108; EKVX: 79

What do the screens show for `[O-][n+]1onc(-c2ccc(F)cc2)c1Nc1ccccc1Br`?
A549/ATCC: 100; M14: 94; SK-MEL-5: 94; HOP-92: 59; SK-MEL-28: 92; HOP-62: 79; EKVX: 83

What do the screens show for `c1ccc(-c2cccc(-c3ccccn3)n2)nc1`?
A549/ATCC: 9.5*; M14: -18*; SK-MEL-5: -51*; HOP-92: 42; SK-MEL-28: 33; HOP-62: 7.3*; SK-MEL-2: 17; EKVX: 16

How did Clc1ccc2n[nH]nc2c1 do in these assays?
A549/ATCC: 103; M14: 98; SK-MEL-5: 104; HOP-92: 103; SK-MEL-28: 96; HOP-62: 99; SK-MEL-2: 108; EKVX: 97

How did Nc1ccc(C(=O)O)cn1 do in these assays?
A549/ATCC: 109; M14: 87; SK-MEL-5: 94; HOP-92: 99; SK-MEL-28: 92; HOP-62: 93; SK-MEL-2: 125; EKVX: 86

What do the screens show for `O=S(=O)(O)c1ccc2c(N=Nc3ccccc3)c(O)ccc2c1`?
A549/ATCC: 108; M14: 92; SK-MEL-5: 95; HOP-92: 83; SK-MEL-28: 111; HOP-62: 105; SK-MEL-2: 101; EKVX: 98

What do the screens show for `COc1cc(NCCN(CC(C)C)C2CCCC2)c2ncccc2c1`?
A549/ATCC: 82; M14: 102; SK-MEL-5: 97; HOP-92: 96; SK-MEL-28: 101; HOP-62: 83; SK-MEL-2: 89; EKVX: 95

What do the screens show for `Clc1nnc2ccc(Oc3ccccc3-c3cccc(N4CCOCC4)c3)nn12`?
A549/ATCC: 99; M14: 98; SK-MEL-5: 90; HOP-92: 92; SK-MEL-28: 109; HOP-62: 115; SK-MEL-2: 98; EKVX: 86

What do the screens show for `CCOC(=O)c1c[nH]c2ccc(CC)cc2c1=O`?
A549/ATCC: 95; M14: 109; SK-MEL-5: 102; HOP-92: 113; SK-MEL-28: 100; HOP-62: 113; SK-MEL-2: 119

Results for CCc1cccc2c3c(sc12)C(c1ccc(OC)cc1)c1c(nc(CC(=O)Nc2ccccc2)[nH]c1=O)O3 (stereo unspecified) ?
A549/ATCC: 101; M14: 63; SK-MEL-5: 99; SK-MEL-28: 84; HOP-62: 68; SK-MEL-2: 77; EKVX: 79

What do the screens show for `Clc1ccc2c(c1)C(c1c[nH]c3ccccc13)(c1c[nH]c3ccccc13)CCO2`?
A549/ATCC: 25; M14: 69; SK-MEL-5: 84; HOP-92: 43; SK-MEL-28: 95; HOP-62: 46; SK-MEL-2: -52*; EKVX: 82

Results for O=S(=O)(NCCCNc1cc(-c2c(-c3cccc(O)c3)nc3sccn23)ccn1)c1cccc(Cl)c1 ?
A549/ATCC: 66; M14: 42; SK-MEL-5: 31; HOP-92: 111; SK-MEL-28: 61; HOP-62: 73; SK-MEL-2: 64; EKVX: 59

What do the screens show for `CN(C)c1ccc(/C=C/C(=O)c2ccc(-n3cc(CN4CCN(c5cc6c(cc5F)c(=O)c(C(=O)O)cn6C5CC5)CC4)nn3)cc2)cc1`?
A549/ATCC: 82; M14: 61; SK-MEL-5: 79; HOP-92: 50; SK-MEL-28: 68; HOP-62: 67; SK-MEL-2: 89; EKVX: 88

How did CC(=O)c1nn(-c2ccc(Cl)cc2)cc1C(=O)c1cc2c(ccc3ccccc32)oc1=O do in these assays?
A549/ATCC: 96; M14: 97; SK-MEL-5: 101; HOP-92: 101; SK-MEL-28: 108; SK-MEL-2: 100; EKVX: 92

What do the screens show for `O=[N+]([O-])c1ccc(-c2cc(-c3ccc(Nc4nc(Nc5ccc(Cl)cc5)nc(Nc5ccc(Cl)cc5)n4)cc3)no2)cc1`?
A549/ATCC: 89; M14: 102; SK-MEL-5: 79; HOP-92: 66; SK-MEL-28: 40; HOP-62: 87; SK-MEL-2: 72; EKVX: 93

Results for CCN(CC)C(=O)Cc1ccccn1 ?
A549/ATCC: 88; M14: 97; SK-MEL-5: 90; HOP-92: 89; SK-MEL-28: 110; HOP-62: 89; SK-MEL-2: 98; EKVX: 94

How did N#Cc1c(N)nc2c(nnn2-c2cccc(Cl)c2)c1N do in these assays?
A549/ATCC: 85; SK-MEL-5: 95; HOP-92: 73; SK-MEL-28: 118; HOP-62: 83; SK-MEL-2: 97; EKVX: 38

How did N#Cc1c(-c2ccccc2)cc(-c2ccccc2)[nH]c1=O do in these assays?
A549/ATCC: 100&103; M14: 105&102; SK-MEL-5: 100&101; HOP-92: 86; SK-MEL-28: 111&106; HOP-62: 92&93; SK-MEL-2: 114&107; EKVX: 101&98

How did Cc1ccc2nc(SCn3nnc4ccccc4c3=O)[nH]c2c1 do in these assays?
A549/ATCC: 113; M14: 102; SK-MEL-5: 101; HOP-92: 83; SK-MEL-28: 121; HOP-62: 89; SK-MEL-2: 70; EKVX: 97

Results for O=S(=O)(NCCCNc1nccc(-c2c(-c3ccc(F)cc3)nc3sccn23)n1)c1ccc2ccccc2c1 ?
A549/ATCC: 29; M14: 48; SK-MEL-5: 43; SK-MEL-28: 73; HOP-62: 81

What do the screens show for `CCN(CC)CCOC(=O)C1(C2CCCCC2)CCCCC1`?
M14: 95; SK-MEL-5: 93; HOP-92: 81; SK-MEL-28: 104; HOP-62: 102; SK-MEL-2: 117; EKVX: 83

What do the screens show for `CN(C)Cc1cc(C(C)(C)C)cc(C(C)(C)C)c1O`?
A549/ATCC: 102; M14: 102; SK-MEL-5: 99; HOP-92: 102; SK-MEL-28: 109; HOP-62: 101; SK-MEL-2: 107; EKVX: 107

Results for O=C(N/N=C/c1ccc(Cl)cc1)c1ccc(Cc2n[nH]c(=O)c3cccnc23)cc1 ?
A549/ATCC: 103; M14: 100; SK-MEL-5: 100; HOP-92: 95; SK-MEL-28: 104; HOP-62: 97; SK-MEL-2: 108; EKVX: 105

What do the screens show for `Cc1cc(=O)oc2cc(OCCn3c(C)nn(-c4ccc(Cl)cc4)c3=O)ccc12`?
A549/ATCC: 30; M14: 15; SK-MEL-5: 11; HOP-92: 47; SK-MEL-28: 41; HOP-62: 27; SK-MEL-2: 3.5*; EKVX: 59

How did CN1C(=O)N(C)C2Nn3c(s/c(=C\c4ccc[nH]4)c3=O)=NC21 (stereo unspecified) do in these assays?
A549/ATCC: 103; SK-MEL-5: 102; HOP-92: 129; SK-MEL-28: 105; HOP-62: 102; SK-MEL-2: 103; EKVX: 105

What do the screens show for `CCn1c(C)nc2cc(C(N)=O)ccc21`?
A549/ATCC: 104; M14: 95; SK-MEL-5: 112; HOP-92: 91; SK-MEL-28: 113; HOP-62: 89; SK-MEL-2: 96; EKVX: 142

Assay outcomes (PubChem BioAssay)

The order is random (roughly 11% active in at least one column).
